High-throughput results from PubChem.
CHOP inhibitor: CHOP inhibition in unfolded protein response; CHO-K1 CHOP-promoter luciferase, tunicamycin-induced, 15-18 h; inhibition, % at 10 µM; hit rate 3.8% among 220,000;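 active means compounds that reduced the stress-induced luciferase reporter signal by more than about 70% of percent inhibition, limit read from the data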;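 further: 0% = tunicamycin plus vehicle and 100% = wells without tunicamycin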
Runt-SMMHC FRET: blocks binding of human RUNX1 Runt domain to CBFb-SMMHC; inhibition, % at 20 µM; Cerulean-Runt/Venus-CBFb-SMMHC FRET ratio 530/480, 1 h; Q01196+Q13951; hit rate 0.74% among 220,000;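 active means mean inhibition across duplicate retests at 20 µM reaching about 50%, limit read from the data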;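 further: 0% = DMSO wells and 100% = wells with excess untagged CBFb-SMMHC; inhibitors lower the FRET ratio by blocking Runt binding to CBFb-SMMHC; some results filed as inactive read as strong as hits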
Target sequence (Q01196 whole entry, looked up, the tested form may be a part): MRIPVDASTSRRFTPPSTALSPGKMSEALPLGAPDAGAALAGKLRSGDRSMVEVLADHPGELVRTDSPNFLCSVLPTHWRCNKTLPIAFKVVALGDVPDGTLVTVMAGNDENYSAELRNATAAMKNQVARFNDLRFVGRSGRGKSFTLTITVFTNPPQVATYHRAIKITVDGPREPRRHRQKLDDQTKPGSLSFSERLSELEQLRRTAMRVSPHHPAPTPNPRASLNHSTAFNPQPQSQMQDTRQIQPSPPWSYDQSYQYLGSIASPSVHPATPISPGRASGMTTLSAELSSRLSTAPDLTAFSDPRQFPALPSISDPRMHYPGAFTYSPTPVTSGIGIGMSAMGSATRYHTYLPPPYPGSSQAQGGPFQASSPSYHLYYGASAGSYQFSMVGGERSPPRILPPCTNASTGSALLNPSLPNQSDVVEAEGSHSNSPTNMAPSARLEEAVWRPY
Target sequence (Q13951 whole entry, looked up, the tested form may be a part): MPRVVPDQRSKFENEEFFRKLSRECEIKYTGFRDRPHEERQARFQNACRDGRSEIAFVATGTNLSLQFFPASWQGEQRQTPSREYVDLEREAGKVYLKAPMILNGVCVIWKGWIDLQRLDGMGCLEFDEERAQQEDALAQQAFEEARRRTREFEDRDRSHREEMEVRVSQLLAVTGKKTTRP
EBV gp42 inh: EBV gp42 inhibition. AID 1085. hit rate 0.42% among 220,000. inhibition, % (tested at 21.74 µM). Fluorescence polarization binding assay, mP read-out. Q1HVG2; in the data active means inhibition above about 50%
Target sequence (Q1HVG2 whole entry, looked up): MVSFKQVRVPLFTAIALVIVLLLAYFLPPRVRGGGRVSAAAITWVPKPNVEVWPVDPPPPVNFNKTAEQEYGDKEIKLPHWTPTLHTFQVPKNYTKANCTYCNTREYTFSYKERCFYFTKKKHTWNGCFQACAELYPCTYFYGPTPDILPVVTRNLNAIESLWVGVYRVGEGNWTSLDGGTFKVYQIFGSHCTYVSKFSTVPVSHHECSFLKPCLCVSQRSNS
zfTRPN1 agonist: agonists of zebrafish TRPN1 channel | AID 1424 | hit rate 0.18% among 220,000 | HEK293 zebrafish TRPN1-YFP, Fluo-8 calcium fluorescence; 100% = response to 87 µM carbachol | activation, % at 3 µM;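 active means activation above its plate's cutoff, the mean activation of test wells on that plate plus 3 SD, cut at about 19% in these data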;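 further: 0% = DMSO alone and 100% = 87 µM carbachol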
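Material: zebrafish TRPN1-YFP in HEK293 cells; Doses: single test compound dose, 3 µM nominal, 0.3% DMSO; Timing: dye loading 1 h at 37 °C, then 30 min room temperature; Technique: intracellular calcium fluorescence with Fluo-8; Benchmarks: high carbachol 87 µM, low DMSO alone.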
TRPML3 ag: agonists of human TRPML3 channel. HEK293 TRPML3-YFP, Fluo-8 calcium fluorescence; 100% = the carbachol control signal. hit rate 0.29% among 220,000. Q8TDD5. AID 1448. activation, % at 3 µM;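 active means activation above its plate's cutoff, the mean activation of the plate's test wells plus 3 SD, cut at about 12% in these data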;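 further: 0% = DMSO only wells and 100% = carbachol wells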
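Test system – HEK293 line with stable expression of human TRPML3-YFP channel · Control set – carbachol 87 µM final as high control (100%), DMSO as low control (0%) · Signal – Fluo-8 calcium dye fluorescence, ex 470-495, em 515-575 nm · Incubation – 1-h 37 °C dye load, 5-s basal, 120-s post-compound reads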
MDM2 E3 inh: Mdm2 E3 ligase (human) inhibition; cell-based MDM2 ubiquitination luciferase reporter, 2 h; 0 = plate control, 100 = twice control, blank-subtracted; signal enhancement, % at 5 µM; AID 1230; hit rate 0.11% among 210,000;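 active means signal enhancement of 30% or more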;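 further: luminescence tracks abundance of the self-degrading MDM2-luciferase fusion protein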
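Timing – 2 h compound exposure at 37 °C · Assay system – mammalian cells stably expressing self-ubiquitinating, self-degrading MDM2 E3–luciferase fusion · Amount – 2000 cells seeded into each well · Measure – % luminescence enhancement versus blank-corrected plate control mean · Measured by – SteadyLite luminescence, 15 min reagent step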
p47phox inh: blocks human p47phox regulatory protein of NADPH oxidases | P14598 | p47phox/p22phox peptide binding, fluorescence polarization, 2 h | inhibition, % at 24.7 µM | hit rate 0.53% among 220,000 | AID 1274;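 active means inhibition above about 30%, limit read from the data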;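 further: 0% = p47phox with labelled peptide and 100% = labelled peptide alone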
TNF death inh: TNF-alpha cell death inhibition in Jurkat FADD-/- cells | AID 463075 | Jurkat FADD-/- TNF necroptosis rescue, ATP luminescence, 24 h; 0 = TNF only, 100 = no-TNF cells | hit rate 0.068% among 220,000 | activation (protection from cell death), % at 10 µM;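 active means activation, meaning protection from cell death, of at least 50% relative to plate controls; inactive means activation below 50%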;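 further: necroptosis triggered by 40 ng/mL TNF-alpha added together with compound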
PPC-1+TRAIL kill: compounds killing PPC-1 cancer cells with TRAIL present (potentiator screen, no TRAIL-free arm). cell killing (% activity), % at 4 µM. PPC-1 cells + TRAIL, ATPLite viability luminescence. hit rate 0.41% among 220,000;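 active means cell killing above 50% in the first pass at 4 µM, then a duplicate retest at 5 µM averaging 50% or more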;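 further: plate controls were cells with TRAIL plus DMSO for no effect and medium-only wells lacking cells for full effect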
* hit, by the source's call; nt = no result given. Random draw from the library. About 5.9% of those tested had a hit in this group.

SMILES	CHOP inhibitor	Runt-SMMHC FRET	EBV gp42 inh	zfTRPN1 agonist	TRPML3 ag	MDM2 E3 inh	p47phox inh	TNF death inh	PPC-1+TRAIL kill
Cc1ccccc1OCCNC(=O)/C=C/c1ccc([N+](=O)[O-])cc1	-6	0	2	-1.1	0.2	-17	-64	0.8	-8
Cc1cccc(N(C)C(=O)c2cc3c(=O)[nH]c4ccc(C)cc4c3s2)c1	80*	1	-8	-0.1	0.6	3	-6	-9.6	-1
NNC(=S)NCc1cccnc1	13	3	-4	-1.7	0.7	16	-10	2.0	12
Cc1cc(NC(=O)c2c(-c3c(Cl)cccc3Cl)noc2C)n(C)n1	-4	-1	-19	1.3	0.6	-16	-81	-2.6	0
Cc1ccc(N(C(C)C(=O)O)S(=O)(=O)c2c(C)[nH]c(=O)[nH]c2=O)cc1 (configuration not stated)	-1	-5	-2	nt	nt	1	-27	0.2	20
CCOc1ccc(NC(=O)CCSc2ccc3ccccc3n2)cc1	7	-4	5	-1.4	-0.4	-17	-15	0.4	14
C=CCn1c(O)c(N=NC(=S)Nc2ccccc2F)c2cc(S(=O)(=O)N3CCOCC3)ccc21	-28	-7	-10	-0.6	0.3	-11	-13	0.8	-2
O=c1[nH]c2c(s1)C(c1cccnc1)C1C3CCC(C3)C1S2 (configuration not stated)	3	4	-15	3.0	0.2	nt	-9	4.0	-2
Cc1oc2c(c1C(=O)Nc1cccc3ccccc13)CCCC2	12	-1	18	-1.7	-0.4	5	-6	-0.8	6
O=C1CN(C(=O)CSc2nnc(C3CC3)n2-c2ccccc2)c2ccccc2N1	14	-2	-15	-1.3	-0.2	-14	-12	-1.1	5
Cc1cccc(OCC(=O)Nc2ccc(S(=O)(=O)Nc3ccccn3)cc2)c1	-4	1	-12	0.5	0.7	-13	-3	-0.2	6
CCOc1nc(NC(=O)NS(=O)(=O)Oc2ccccc2Cl)nc(-c2ccccc2)n1	12	2	-12	-0.3	0.9	1	-17	0.8	8
Cc1ccc(C(=O)CSc2nnc(-c3ccccc3N)n2C)cc1C	-3	2	-6	-0.7	1.3	2	-7	0.1	4
O=C(OCc1ccccn1)c1ccc(COc2ccc3ccccc3c2)o1	28	-5	-14	4.7	1.5	nt	-28	1.0	8
O=C(Nc1ccc(-n2cnnn2)cc1)C1CCCN1C(=O)NC1CCCCC1 (configuration not stated)	-55	-4	-3	1.0	0.3	-11	-2	-1.7	6
CCOc1cc(/C=C/C(=O)Nc2ccc(C(=O)NCCN(CC)CC)cc2)ccc1OCC(C)C	17	-1	-14	1.5	0.2	2	6	-22	8
CC(=O)c1cccc(NC(=O)C23CC4CC(C2)CC(n2cncn2)(C4)C3)c1	-39	1	-25	1.7	0.7	14	-19	2.5	6
COCC(C)n1c(SCc2nc(N)nc(Nc3ccccc3C)n2)nc2ccccc2c1=O (configuration not stated)	42	-1	-13	-0.9	-0.4	-7	-11	0.7	27
O=C(Nc1ccc(Cl)cc1)N1CCC(c2ccccc2)C1 (configuration not stated)	15	-2	-6	2.1	0.6	nt	nt	2.2	27
CC1CCCCN1C(=O)c1ccc(OC2CCN(S(=O)(=O)N(C)C)CC2)cc1 (configuration not stated)	-16	1	-8	7.5	3.3	-3	-3	-0.6	10
COCCCNc1ncnc2nc[nH]c12	25	1	-6	0.8	0.6	-8	20	0.5	14
CCn1c(OC)nc2c1c(=O)n(C)c(=O)n2C	7	-8	-5	0.8	1.3	5	-8	0.0	-15
CCOC(=O)c1cnn2c1[nH]c(=O)c1ccccc12	4	-1	-13	0.3	-0.1	-16	-5	-0.1	-8
CC1CCN(CCCNC(=O)c2cn(C)c3ccc(S(=O)(=O)N4CCCC4)cc3c2=O)CC1	23	3	-2	1.4	0.1	-4	-3	0.9	20
CC(=O)Nc1ccc(Cc2ccc3[nH]c(=O)cc(C)c3c2)cc1	-23	-4	3	3.0	0.9	-25	4	-7.2	12
CCOC(=O)CC(=O)CSc1nnc(Cn2c(=O)sc3ccccc32)n1C	-3	0	4	-0.8	-0.4	5	1	-0.1	-4
N#C/C(=C(/O)COC(=O)COc1cccc(Br)c1)c1nc2ccccc2[nH]1	75*	3	-27	1.8	0.8	nt	-82	9.0	-11
C/C(=N\NC(=O)C(c1ccncc1)N1CCOCC1)c1ccc(Br)cc1 (configuration not stated)	8	-2	-19	2.0	1.1	nt	-16	2.9	13
COc1ccc(NC(=O)c2cccnc2SC)cc1OC	1	-2	-3	-0.8	0.4	-9	-2	0.2	2
CCCn1nc(Oc2nc(NCC)nc(NC(C)C)n2)ccc1=O	18	1	-4	0.8	-0.2	nt	-22	-4.9	18
CCCc1nn(C)c(C(=O)Nc2ccc(Cl)cc2)c1Cl	48	1	-2	0.0	0.2	-4	-5	2.7	6
COC(=O)Cn1c(=O)n(CCc2ccccc2)c(=O)c2c3c(sc21)CCCC3	52	0	2	-1.9	-0.4	-21	-15	-0.2	-30
Cc1nc(N)[nH]c(=O)c1CCC(=O)OCC(C)C	6	-5	-6	1.8	0.7	-5	-7	-0.9	-4
C#CCOC(=O)CCCC(=O)NCCCCCCCC	-1	-23	11	-2.6	-1.3	-18	-1	-0.9	0
COCCn1nnnc1C(c1ccc(C)cc1)N1CCN(Cc2ccc3c(c2)OCO3)CC1 (configuration not stated)	-3	1	-4	2.5	0.4	5	-5	2.0	6
C=CCn1c(O)c(CN2CCCCC2)c(C)c(C#N)c1=O	12	-26	-7	2.2	0.6	1	-44	-1.1	-12
O=C(NCc1cccc(Cl)c1)c1cnccn1	32	-4	39	0.8	0.4	9	-13	-1.5	7
COc1ccc(C2C=C(c3ccc(Br)cc3)Nc3nc(N4C(=O)CCC4=O)nn32)cc1 (configuration not stated)	2	-109	68*	1.9	1.3	0	-19	-4.1	22
O=C(c1cccs1)N1CCOCC1	8	1	-25	0.1	0.1	5	-4	0.5	-5
O=C(CN1CCCC1)Nc1ccccc1C(=O)c1ccccc1	9	-2	-12	0.5	0.3	-9	-10	1.6	2
O=C(Nc1cccc(C(F)(F)F)c1)C(Sc1cccc[n+]1[O-])c1ccccc1 (configuration not stated)	11	0	-10	0.3	-0.7	6	-11	0.8	12
CC(=O)Oc1ccc2c(=O)c(-c3ccccc3)coc2c1	12	2	3	0.0	0.7	9	3	-0.7	2
COc1ccc(CNC(=O)C(C)N2C(=O)COc3ccc(C)cc32)c(OC)c1 (configuration not stated)	11	0	-19	2.2	-0.1	nt	-4	-1.0	21
Cc1ccc(S(=O)(=O)NCC(=O)OCC(=O)Nc2ccccc2OC(F)F)cc1	-1	-1	-12	-1.4	-0.7	2	1	2.0	-4
CCN(C(=O)COC(=O)c1ccccc1Nc1cccc(C)c1C)C1CCS(=O)(=O)C1 (configuration not stated)	70*	-18	-13	0.1	-0.8	-8	-6	-3.0	26
Cc1cc(C)n(C(=O)CCC(=O)NCc2ccccc2)n1	21	1	8	-0.6	0.7	-12	-10	-1.4	2
CN(C)c1ccc(/C=C/C(=O)c2ccccc2O)cc1	1	-37	17	3.5	2.4	-33	25	-1.4	14
O=[N+]([O-])c1cccc(C(=Nc2ccccc2)NO)c1	12	2	-25	-1.1	0.3	-13	0	1.6	0
Cc1ccc2nc(C)c(C(=O)N/N=C/c3ccco3)cc2c1	6	1	-18	-0.4	0.3	-8	-7	1.0	19
c1ccc2[nH]c(NC3=NCCC3)nc2c1	-13	1	-6	-0.3	0.9	-16	-14	1.4	-5
O=C(Oc1ccccc1N1C(=O)C2CCCCC2C1=O)c1ccccc1F (configuration not stated)	15	1	-4	-3.0	-0.1	0	-12	1.8	29
Cc1ccc(N2C(=O)CC(N3CCN/C3=C3\CC/C(=C\c4ccccc4)C3=O)C2=O)cc1 (configuration not stated)	7	-6	-24	1.1	-0.2	-65	-6	0.5	16
CCOC(=O)C1C(C(=O)Nc2cccc(C(F)(F)F)c2)C1C(=O)NC(C)C (configuration not stated)	35	2	-13	0.5	0.3	-14	-3	-0.6	-4
Cc1ccccc1NC(NC(=O)c1cccs1)C(Cl)(Cl)Cl (configuration not stated)	22	1	-2	-1.2	0.4	-9	-9	-3.6	9
Cc1ccc(C(=O)N2CCc3ccccc32)cc1	36	-6	2	-2.1	-1.2	nt	-17	-5.7	12
Cc1ccc(C)c(S(=O)(=O)NCc2ccc(C(=O)N3CCC(Cc4ccccc4)CC3)cc2)c1	41	5	-5	-0.3	-0.3	-8	-16	0.8	3
COC(=O)C1[C@H]2C(=O)N(Cc3cccs3)C[C@]23C=C[C@H]1O3 (some centres not stated)	3	-1	-15	0.2	1.1	0	-3	-1.1	3
CCOCCCNC(=O)C1CCN(C(=O)N(C)C)CC1	-3	5	-28	-0.8	0.6	-7	-7	1.1	5
COc1cc(OC)c(NC(=O)c2ccc(F)cc2)cc1Cl	7	1	-4	-1.6	-0.4	0	3	-0.2	1
CC(C)(C)c1cc(C(=O)O)nn1-c1ccccc1	-4	-3	0	2.4	0.5	-10	-14	-1.0	12

Single records, from the list above:
Entry for `CCOC(=O)c1cnn2c1[nH]c(=O)c1ccccc12` = CHOP inhibitor: 4; Runt-SMMHC FRET: -1; EBV gp42 inh: -13; zfTRPN1 agonist: 0.3; TRPML3 ag: -0.1; MDM2 E3 inh: -16; p47phox inh: -5; TNF death inh: -0.1; PPC-1+TRAIL kill: -8
Entry for `Cc1ccc(N2C(=O)CC(N3CCN/C3=C3\CC/C(=C\c4ccccc4)C3=O)C2=O)cc1` (configuration not stated) = CHOP inhibitor: 7; Runt-SMMHC FRET: -6; EBV gp42 inh: -24; zfTRPN1 agonist: 1.1; TRPML3 ag: -0.2; MDM2 E3 inh: -65; p47phox inh: -6; TNF death inh: 0.5; PPC-1+TRAIL kill: 16

The listing continues.
SMILES	CHOP inhibitor	Runt-SMMHC FRET	EBV gp42 inh	zfTRPN1 agonist	TRPML3 ag	MDM2 E3 inh	p47phox inh	TNF death inh	PPC-1+TRAIL kill
Cc1ccc(-c2nnc(SCC(=O)N/N=C/c3ccccc3C(=O)O)n2-c2ccc(C)cc2)cc1	-25	0	-7	0.7	-0.1	6	-15	3.2	-2
O=C(CC1CCCCC1)NCCCN1CCOCC1	-5	-3	-4	0.5	0.7	-16	-3	-1.5	12
COc1ccc(NC(=O)Cc2c(F)c(F)c(F)c(F)c2F)cc1OC	-13	2	-3	2.8	0.2	nt	-5	2.2	14
Cc1ccc(S(=O)(=O)NC(CCc2ccccc2)CC(=O)C(C)(C)C)cc1 (configuration not stated)	32	0	-6	-2.8	-0.4	nt	-5	1.4	-5
COc1ccc(CNC(=O)C2CCN(S(C)(=O)=O)CC2)c(OC)c1	-10	4	-9	-0.2	0.3	-5	-7	2.7	3
